# M1 PAM parental: counter-screen for M1 PAMs: effect in parental CHO-K1 cells. ATP EC20, Fluo-8 calcium fluorescence; 0% at ATP EC20, 100% at ATP max. activation, % at 3 µM. hit rate 0.02% among 360,000. AID 602247;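 active = activation above the run cutoff, the mean activation of all test compounds plus 3 SD, cut at about 40% in these data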;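 note: peak over basal fluorescence ratio in a 140 s read after ATP addition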
# CHO-K1 Ca ag: counter-screen for M1 agonists: effect in parental CHO-K1 cells; Fluo-8 calcium fluorescence; scaled to maximal ATP response, vehicle zero; activation, % at 3 µM; hit rate 0.48% among 360,000; in the data active = activation above about 15%;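 note: untransfected CHO-K1 host cells lacking M1 receptor as counterscreen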
# TAAR1 antagonist: human TAAR1 antagonism; Q96RJ0; CHO RD-HGA16 TAAR1, Fluo-8 calcium fluorescence, antagonist; inhibition, % at 3 µM; hit rate 1.5% among 360,000; AID 624466;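 active = inhibition above a per-plate cutoff, the mean inhibition of test compounds on that plate plus 3 SD, cut at about 49% in these data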;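 note: 0% = DMSO plus EC80 beta-PEA response and 100% = DMSO alone without agonist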
#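 Assay system: RD-HGA16 CHO cells with stable hTAAR1 and Gα16 / Reagent: EC80 β-phenethylamine stimulus / Doses: 3 µM, single point / Timing: dye loading 75 min at 37 °C, then 30 min room temperature / Measured by: Fluo-8 intracellular calcium dye fluorescence, real-time kinetic reads / Controls: vehicle wells and EC80 agonist wells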
# TAAR1 agonist: human TAAR1 agonism; CHO RD-HGA16 TAAR1, Fluo-8 calcium fluorescence; vehicle wells 0%, saturating PEA agonist 100%; activation, % at 3 µM; hit rate 0.99% among 360,000; AID 624467;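 active = activation above the mean activation of all test compounds in the run plus 3 SD, cut at about 38% in these data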
#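 System: CHO-derived RD-HGA16 cells with stable Gα16 and human TAAR1 / Times: 17-24 h plating, Fluo-8 75 min 37 °C, 30 min RT / Technique: calcium-sensitive Fluo-8 signal, excitation 470-495, emission 515-575 nm / Measure: % activation relative to PEA EC100 response / Benchmarks: DMSO and PEA EC100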
# OXTR potentiator: potentiators of human oxytocin receptor. hit rate 0.061% among 320,000. P30559. activation, % at 3 µM. CHO-OTR cells, Fluo-8 calcium fluorescence, potentiator mode; 0% = oxytocin EC15, 100% = EC100;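 active = activation above that plate's cutoff, the mean activation of tested compounds plus 3 SD, cut at about 6.6% in these data, passing the limit was not always enough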;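 note: 100% uses oxytocin at 75 nM as the full agonist control; some results filed as inactive read as strong as hits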
# Target sequence (P30559 whole entry, looked up): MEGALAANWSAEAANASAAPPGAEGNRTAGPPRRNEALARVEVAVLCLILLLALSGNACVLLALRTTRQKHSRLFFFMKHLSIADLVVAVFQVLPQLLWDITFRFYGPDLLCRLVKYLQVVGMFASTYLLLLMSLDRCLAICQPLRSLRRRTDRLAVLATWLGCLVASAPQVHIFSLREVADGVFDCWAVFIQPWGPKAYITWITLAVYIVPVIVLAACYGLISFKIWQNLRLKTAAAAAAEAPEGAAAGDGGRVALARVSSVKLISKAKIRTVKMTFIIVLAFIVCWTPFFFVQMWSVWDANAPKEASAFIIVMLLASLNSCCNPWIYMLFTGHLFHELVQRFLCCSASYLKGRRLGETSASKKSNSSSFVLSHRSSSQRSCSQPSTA
#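 Material: human OTR in CHO cells. Compound: 3.0 µM, one dose. Timing: compound 6 min at room temperature before oxytocin, 100 s read. Evaluation: % activation of max/min ratio relative to oxytocin controls. Replication: single well per compound, singlicate. Signal: Fluo-8 calcium dye fluorescence.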
# M1 antag: blocks human M1 muscarinic receptor; hit rate 1.3% among 360,000; P11229; CHO-K1 hM1, Fluo-8 calcium fluorescence, ACh EC80 antagonist; AID 588852; inhibition, % at 3 µM;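 active = percent inhibition above its own plate's cutoff, namely the mean of that plate's compound wells plus 3 SD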;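 note: peak over basal fluorescence ratio during 140 s after agonist addition; 0% = ACh EC80 plus DMSO and 100% = DMSO alone without agonist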
# Target sequence (P11229 whole entry, looked up): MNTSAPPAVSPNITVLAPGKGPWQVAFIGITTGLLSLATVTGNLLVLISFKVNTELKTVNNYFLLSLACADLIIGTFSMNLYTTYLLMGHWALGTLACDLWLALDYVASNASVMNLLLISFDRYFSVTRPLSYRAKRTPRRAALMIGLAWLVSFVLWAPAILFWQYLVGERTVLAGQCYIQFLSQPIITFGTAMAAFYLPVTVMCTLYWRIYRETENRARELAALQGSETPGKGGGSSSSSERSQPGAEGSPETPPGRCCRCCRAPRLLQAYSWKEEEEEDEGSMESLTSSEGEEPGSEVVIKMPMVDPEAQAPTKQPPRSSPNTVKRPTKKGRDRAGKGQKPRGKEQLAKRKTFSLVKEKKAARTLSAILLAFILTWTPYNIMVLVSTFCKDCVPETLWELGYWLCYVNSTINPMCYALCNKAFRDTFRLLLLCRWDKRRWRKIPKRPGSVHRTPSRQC
# CHO parental Ca: counter-screen: ATP calcium response change in parental CHO cells; parental CHO-K1, ATP-induced calcium, Fluo-8 fluorescence; inhibition, % at 5.6 µM; hit rate 0.63% among 330,000; AID 463079;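 active = inhibition above that plate's mean sample inhibition plus 3 SD, cut at about 26% in these data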;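 note: 0% = ATP-challenged DMSO wells and 100% = DMSO wells without ATP; some compounds past the cut are filed as inactive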
#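 Measured by: calcium-sensitive Fluo-8 fluorescence / Test system: CHO parental line / Controls: ATP-challenged DMSO wells low, unchallenged DMSO wells high / Measure: % inhibition / Compound: single nominal dose of 5.6 µM per compound / Replicates: single well per compound, no replicates / Reagent: ATP as calcium-mobilizing challenge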
# CHO-K1 Ca antag: counter-screen for M1 antagonists: effect in parental CHO-K1 cells; ATP-induced calcium, Fluo-8 fluorescence; hit rate 0.6% among 360,000; inhibition, % at 3 µM; AID 602250;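 active = inhibition above a per-plate cutoff, the plate's mean sample inhibition plus 3 SD, cut at about 24% in these data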;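 note: 0% = DMSO plus EC80 ATP and 100% = DMSO alone without ATP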
# M1 ag: activates human CHRM1 receptor; P11229; CHO-K1 hM1, Fluo-8 calcium fluorescence, agonist mode; 0% DMSO, 100% acetylcholine EC100; activation, % at 3 µM; hit rate 0.33% among 360,000;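 active = activation above the run's mean compound activation plus 3 SD, cut at about 16% in these data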;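 note: peak over basal fluorescence ratio within a 140 s kinetic read after compound addition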
# * marks the source's active call; other numbers are inactive results; nt = not tested or not shown. This is a random part of the collection, and some 4.2% of all compounds hit somewhere here.
SMILES	M1 PAM parental	CHO-K1 Ca ag	TAAR1 antagonist	TAAR1 agonist	OXTR potentiator	M1 antag	CHO parental Ca	CHO-K1 Ca antag	M1 ag
O=C(CSc1nc2ccccc2c2c1CCCC2)N1CCOCC1	-1.2	0.1	-8.9	10.8	1.9	-15.0	-9.5	-10.7	-9.6
CC1=C(C(=O)Nc2ccccc2)C(c2ccco2)n2ncnc2N1 (configuration not stated)	-1.2	2.7	-8.1	5.0	1.7	4.9	-9.4	11.8	-4.3
Cc1[nH]nc2c1C1(CCN(C(=O)OCc3ccccc3)CC1)C(C#N)=C(N)O2	4.7	0.0	27.7	29.1	-6.0	-1.0	-8.2	7.3	1.2
CN1CCN(c2ccc(NC(=O)c3ccccc3)cc2)CC1	-1.9	0.2	0.4	1.6	-3.3	-9.0	4.0	-11.4	-5.2
CC(C)(C)C(=O)Nc1ccc(C(=O)COC(=O)C2=COCCO2)cc1	6.5	1.5	-14.4	2.4	nt	-4.2	nt	0.9	-2.2
Cc1cccc(C(=O)Nc2ccc(CC(=O)O)cc2)c1	14.1	0.3	-8.7	1.5	-8.0	-3.2	1.5	-5.0	-4.5
COc1ccc(NC(=O)CN2CCN(CC(=O)Nc3ccccc3Cl)CC2)cc1Cl	13.4	2.3	-7.2	3.5	-9.4	-2.0	-18.1	-11.3	-2.5
Cc1cc(NC(=O)CSCC(=O)N(C)Cc2ccc(Cl)cc2Cl)no1	21.0	2.8	-9.9	-1.4	-5.1	-9.9	3.5	-12.0	-1.7
COC(=O)Cn1c(C)c(/C=C/c2cc[n+](C)cc2)c2ccccc21	19.9	0.5	-15.1	0.9	nt	-21.3	nt	-26.5	-3.4
Cc1ccc(F)c(Cn2cnc3c(cnn3C(C)(C)C)c2=O)c1Cl	-15.3	2.7	37.1	16.9	-8.9	6.3	-9.4	0.9	-3.8
COC(=O)C1=C(C)N(c2ccc(Cl)cc2)/C(=C/c2ccc(O)cc2)C1=O	12.1	1.1	5.1	2.2	-5.2	-1.1	-18.1	-10.7	-2.6
O=C(CSCc1ccc(Cl)cc1Cl)Nc1ccccc1C(=O)Nc1ccc(C(=O)O)cc1	4.2	-0.4	12.3	9.4	-4.8	-9.6	-5.3	-1.6	-3.2
CCc1nc(SCC(=O)c2ccccc2)c2c(=O)n(C)c(=O)n(C)c2n1	8.9	13.7	27.3	10.3	-4.7	-2.0	-19.8	-4.7	-3.2
O=C(c1ccco1)N1CCN(c2ncnc3sc4c(c23)CCC4)CC1	17.0	2.8	10.1	5.5	-12.7	2.3	-22.1	-1.3	-1.5
Cc1cc(C(=O)N2CCCC(C(=O)c3cccc4ccccc34)C2)nc(C)n1 (configuration not stated)	14.8	0.8	-8.2	1.5	-1.6	-18.6	-6.3	-7.6	-1.7
S=c1nc(C2CC2)n(-c2ccccc2)[nH]1	9.4	0.4	-27.8	1.5	-1.4	-8.4	-5.6	-6.1	-2.7
CS(=O)(=O)n1nc(C(=O)N2CCOCC2)nc1N	14.0	0.0	13.8	4.8	-7.2	-15.2	-5.0	-9.2	-0.5
COc1ccc(/C(C)=N/NC(=O)CNC(=O)c2ccco2)cc1	7.2	0.9	-9.6	-1.8	-6.4	-7.7	5.3	-13.4	-4.2
OC1(c2ccccc2)c2ccccc2-c2ncccc21 (configuration not stated)	13.4	0.2	7.5	0.2	-12.4	-0.9	5.2	-8.8	-4.2
CCN(CC)C(=O)Cn1cc(S(=O)(=O)CC(=O)NCc2ccc(C)cc2)c2ccccc21	28.3	1.2	9.4	-0.8	-2.3	-12.0	-29.4	-5.1	-3.0
COc1ccccc1NC(=O)Nc1nnc(Cc2ccc(F)cc2)s1	0.6	0.5	-13.7	5.6	-6.7	-9.8	-9.7	-1.2	-3.0
COc1cccc(NS(=O)(=O)c2cc(C)ccc2OC)c1	9.4	0.6	-6.9	3.1	-14.8	-50.6	-1.5	-10.1	3.7
O=C(c1ccc(S(=O)(=O)N2CCOCC2)cc1)N(c1ccccc1)C1C=CS(=O)(=O)C1 (configuration not stated)	-10.5	-0.4	nt	nt	-0.3	-6.2	-2.4	12.7	1.8
COc1ccc(OC)c(CN2C(=O)c3ccccc3C2c2nnnn2Cc2ccccc2)c1 (configuration not stated)	-5.4	1.1	-5.7	-0.8	nt	nt	nt	5.3	nt
CCNc1ccc(S(=O)(=O)N(C)C)cc1NCC(=O)Nc1ccc(F)c(Cl)c1	2.9	10.5	37.9	12.1	-14.8	10.1	25.2	11.0	0.9
COc1ccc(S(=O)(=O)Nc2ccc(N3CCOCC3)nc2)cc1	21.4	1.9	10.5	1.5	-3.3	-9.7	-15.3	-12.8	-3.6
Cc1cc(C(=O)OCC(=O)NCc2cccs2)c2ccccc2n1	-2.6	3.1	-4.2	1.0	-9.6	13.5	-16.3	-3.2	-0.8
COCCN(C(=O)COC(=O)Cc1coc2cc(C)ccc12)c1c(N)n(Cc2ccccc2)c(=O)[nH]c1=O	-18.2	-0.1	-20.2	0.2	-8.5	-0.7	-22.3	3.5	-4.2
CCc1ccc(S(=O)(=O)NCc2cn3ccsc3n2)s1	9.1	5.5	-2.3	0.2	-5.8	-1.9	-1.1	-22.6	-2.8
O=C(OCC(=O)N1CCN(c2ccccc2)CC1)c1cccc([N+](=O)[O-])c1	14.2	0.3	-15.2	0.7	-0.2	-9.6	-20.4	0.9	-3.1
Cc1c(Br)c([N+](=O)[O-])nn1CC(=O)NC1CCCCCC1	3.2	0.6	-3.9	0.8	-3.3	-9.2	-7.8	-12.5	-7.1
N#CNC(=Nc1cccc(F)c1)SCc1cccc(F)c1	7.2	9.8	6.4	5.8	-10.0	-1.6	6.1	9.6	-0.3
O=C1OCCN1C(=O)[C@H]1[C@H](c2ccc(F)cc2)C(c2ccc(F)cc2)=NN1c1ccc(Br)cc1	4.6	0.9	nt	nt	2.6	3.8	-11.5	-0.2	0.1
CC(=O)/C(N=Nc1cc2c(cc1[N+](=O)[O-])OCCO2)=C(\C)O	10.4	0.0	-16.4	2.3	-17.8	-9.8	-9.5	-5.5	-5.3
CCOC(=O)c1c(NC(C)=O)sc2c(OCCN(CC)CC)c(Br)ccc12	5.6	0.5	-6.2	7.6	-1.8	-10.2	-1.4	-6.3	-6.3
CCN(c1ccccc1)S(=O)(=O)c1ccc(Cl)c(NC(=O)CSc2nncs2)c1	10.3	3.0	-9.4	3.4	-17.4	-5.2	-11.2	-2.9	-6.9
c1ccc(-c2nc(NC3CCCC3)c3ccccc3n2)cc1	21.1	1.9	10.6	5.8	-11.2	-17.1	-21.2	-7.4	1.4
Cc1cccc(C)c1N(CC(=O)N1CCN(c2ccccc2F)CC1)S(C)(=O)=O	11.8	1.5	-30.9	3.4	-7.3	-2.8	-11.1	-9.5	-1.8
O=[N+]([O-])c1ccc(-c2nc(Nc3cccc(O)c3)c3ccccc3n2)cc1	-6.3	20.3*	55.4*	5.9	-2.0	-3.8	-1.5	20.6	-2.7
O=C(COC(=O)c1ccc[nH]c1=O)NCC12CC3CC(CC(C3)C1)C2	-2.6	-0.3	-21.7	21.3	-2.0	-0.7	-11.8	3.9	-0.5

# The closing 2 entries of the part before come first, to join the parts.
SMILES	M1 PAM parental	CHO-K1 Ca ag	TAAR1 antagonist	TAAR1 agonist	OXTR potentiator	M1 antag	CHO parental Ca	CHO-K1 Ca antag	M1 ag
O=[N+]([O-])c1ccc(-c2nc(Nc3cccc(O)c3)c3ccccc3n2)cc1	-6.3	20.3*	55.4*	5.9	-2.0	-3.8	-1.5	20.6	-2.7
O=C(COC(=O)c1ccc[nH]c1=O)NCC12CC3CC(CC(C3)C1)C2	-2.6	-0.3	-21.7	21.3	-2.0	-0.7	-11.8	3.9	-0.5
CCOCCCn1c(SCC(=O)Nc2cccc(OC)c2)nc2ccccc2c1=O	0.4	1.4	-0.9	4.1	nt	-10.2	nt	-17.1	-2.7
CC1=C(C(=O)N(C)C)CC(CC(=O)NCCc2ccccn2)C(=O)N1Cc1ccc(C(C)(C)C)cc1 (configuration not stated)	28.9	0.2	2.5	10.8	nt	-12.3	nt	-9.0	-3.0
CCC(=O)c1ccc(OCCN2CCOCC2)cc1	7.1	0.2	10.8	5.5	3.5	-5.2	-4.1	5.0	-4.3
CC1CC(C)CN(c2cc3c(cc2[N+](=O)[O-])C(=O)N(c2ccccc2)C3=O)C1 (configuration not stated)	-9.9	-0.3	-15.8	8.1	-6.7	4.7	-4.3	8.0	-4.2
Cc1ccc(C)c(N2CCN(C(=O)Cc3ccc(-n4c(=O)[nH]c5ccsc5c4=O)cc3)CC2)c1	-6.9	1.3	14.2	8.0	-12.2	21.5	-16.5	4.3	-5.8
CCOC1=C2CN(S(=O)(=O)c3ccc(C)cc3)[C@@H](c3ccccc3)C[C@H]2[C@H]2C(=O)N(c3ccccc3)C(=O)[C@H]2C1	4.7	3.2	5.9	1.3	nt	11.2	nt	28.3*	-3.5
CC(=O)c1c(C)[nH]c(C(=O)OCC(=O)NCCc2ccc(Cl)cc2)c1C	-9.2	2.6	10.3	19.9	-10.7	2.6	-27.3	7.8	0.3
COc1ccc(Cl)cc1NC(=O)C1CCN(S(C)(=O)=O)CC1	7.6	0.9	12.1	-0.6	4.4	-24.3	1.6	-2.0	2.6
COc1ccc(CN(C(=O)CSc2nnc(-c3c[nH]c4ccccc34)o2)c2ccc(F)cc2)cc1OC	14.1	4.9	81.7*	26.5	-14.9	14.1	34.8*	11.6	0.5
CCCn1c(SCC(=O)N(C)C2CCS(=O)(=O)C2)nc2sc3c(c2c1=O)CCC3 (configuration not stated)	2.1	-0.7	-18.1	-0.8	-7.7	-1.3	-12.8	-9.6	-8.5
CCN(CCO)C(=S)Nc1cc(S(=O)(=O)N(C)C)ccc1C	11.2	0.7	-19.2	0.4	-4.3	-16.5	-11.8	-16.6	-6.0
COc1ccc([N+](=O)[O-])cc1NC(=O)C1C2C=CC(C2)C1C(=O)O (configuration not stated)	0.8	0.8	4.1	-1.5	-2.9	-11.2	-4.4	-8.0	3.2
COc1ccc(NC(=O)CN2C(=O)N(C)Cc3ccccc32)c(C)c1	16.3	-0.4	-4.7	7.5	-5.4	-6.8	0.7	-4.6	-10.6
